STK33 kinase inh: blocks human STK33 kinase activity | Q9BYT3 | purified STK33, MBP phosphorylation, ADP-Glo luminescence | inhibition, % at 10 µM | 0.073% of 320,000 active | AID 2661;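 active = inhibition at or above 25%, using the most active replicate where run in duplicate; inactive = inhibition below 25%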
Target sequence (Q9BYT3 whole entry, looked up): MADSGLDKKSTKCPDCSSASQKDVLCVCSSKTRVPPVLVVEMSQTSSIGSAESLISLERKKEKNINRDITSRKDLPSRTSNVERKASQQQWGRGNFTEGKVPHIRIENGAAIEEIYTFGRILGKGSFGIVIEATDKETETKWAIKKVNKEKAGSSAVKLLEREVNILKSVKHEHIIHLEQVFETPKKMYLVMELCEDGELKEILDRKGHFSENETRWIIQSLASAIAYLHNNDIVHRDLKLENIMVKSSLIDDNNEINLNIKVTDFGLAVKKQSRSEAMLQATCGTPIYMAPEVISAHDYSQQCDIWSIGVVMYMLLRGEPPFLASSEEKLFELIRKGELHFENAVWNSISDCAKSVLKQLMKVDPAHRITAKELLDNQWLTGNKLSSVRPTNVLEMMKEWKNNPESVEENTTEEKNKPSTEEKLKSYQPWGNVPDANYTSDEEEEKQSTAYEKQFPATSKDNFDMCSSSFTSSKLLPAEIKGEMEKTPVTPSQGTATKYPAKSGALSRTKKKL
OX1R antag-1: blocks the human orexin 1 receptor | CHO/OX1R cells, Fluo-8 calcium fluorescence, orexin A | inhibition, % at 5 µM | 0.43% of 330,000 active | O43613 | AID 434989;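 active = inhibition above its plate's threshold, mean inhibition of all tested compounds on the plate plus 3 SD, cut at about 37% in these data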;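 also: 0% = orexin A challenge wells and 100% = SB-334867-A antagonist wells; not every result past the cut was called active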
Target sequence (O43613 whole entry, looked up): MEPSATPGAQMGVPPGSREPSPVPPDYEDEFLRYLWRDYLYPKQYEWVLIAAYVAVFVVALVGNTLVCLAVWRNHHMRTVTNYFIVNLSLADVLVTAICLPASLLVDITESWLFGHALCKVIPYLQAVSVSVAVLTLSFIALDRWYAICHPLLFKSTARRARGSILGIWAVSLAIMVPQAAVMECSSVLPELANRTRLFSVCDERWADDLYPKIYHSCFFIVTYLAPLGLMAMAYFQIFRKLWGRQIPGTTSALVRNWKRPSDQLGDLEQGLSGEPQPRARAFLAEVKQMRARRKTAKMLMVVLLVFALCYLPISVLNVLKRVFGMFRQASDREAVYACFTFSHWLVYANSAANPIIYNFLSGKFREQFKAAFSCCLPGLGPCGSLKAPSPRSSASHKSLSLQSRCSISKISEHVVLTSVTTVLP
OX1R antag-2: OX1R (human) antagonism; inhibition, % at 6.6 µM; 1.8% of 330,000 active; AID 485270; OX1R-expressing cells, FRET antagonist read-out; in the data active = inhibition mostly above about 38%, no sharp cut-off; inactive = mostly below about 40%;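 also: 0% = agonist challenge alone and 100% = reference antagonist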
Numbers without * were called inactive. Compounds as they come; any-hit rate near 2.2%.

SMILES	STK33 kinase inh	OX1R antag-1	OX1R antag-2
O=C(COC(=O)c1cccc(S(=O)(=O)NCc2ccccc2)c1)Nc1ccccc1OC(F)F	-1.1	19	36
COc1ccc(CN=C(Nc2ccccc2)SC2CC(=O)N(C)C2=O)cc1 (configuration not stated)	-2.9	-12	10
COc1ccc(OC)c(CNC(=O)C2CCCN(c3ncnc4c3nc3n4CCCCC3)C2)c1 (configuration not stated)	-2.8	-24	14
O=C(Nc1nc2ccc([N+](=O)[O-])cc2s1)C1CCCO1 (configuration not stated)	5.2	1	20
Cc1ccc(N=Nc2c(N)n(-c3ccccc3)[nH]c2=O)cc1	-0.5	-14	32
COc1cccc(Cn2c(N)c(C#N)c3nc4ccccc4nc32)c1OC	1.3	2	46*
Cc1ccc(S(=O)(=O)N2CCN(C(=O)CCc3nc4ccccc4c(=O)[nH]3)CC2)c(C)c1	1.0	-27	13
CCCCN=C1N/C(=C\c2ccco2)C(=O)N1c1ccccc1	0.1	0	14
NS(=O)(=O)OCC1CCCCC1	1.0	-2	8
CCN1CCN(C(=O)C(NS(=O)(=O)c2ccc3nc(C)sc3c2)C(C)C)CC1 (configuration not stated)	-3.0	-19	10
CCc1nc2c(s1)CCc1onc(-c3ccc(Cl)cc3)c1-2	0.3	-54	9
COc1ccc(S(=O)(=O)N2CC=C(C(=O)NC3CCCC3)CC2)cc1	-0.9	-5	4
CN(CCO)C(=O)c1ccc(-c2nn(C)c(=O)c3ccccc23)cc1	1.0	-7	8
Cc1cccc(N2CC(C(=O)Nc3ccc(S(=O)(=O)N4CCOCC4)cc3)CC2=O)c1C (configuration not stated)	1.0	-20	21
O=C1c2ccccc2S(=O)(=O)N1CC1CC(c2ccc(Cl)cc2)=NO1 (configuration not stated)	-0.2	-13	9
O=C(CSc1ncccn1)N1CCCCCC1	-1.1	1	10
CCCCCn1c(SC(C)C(C)=O)nc2c1c(=O)[nH]c(=O)n2C (configuration not stated)	-0.6	-20	14
Cc1ccc(NC(=O)C2=NNC(=O)CC2)cc1F	-0.4	-1	4
O=C(N=C1SC2CS(=O)(=O)CC2N1c1ccc(Cl)cc1Cl)C1CC1 (configuration not stated)	0.5	-4	9
COc1ccc(-c2nn(-c3ccccc3)cc2C2CC(c3cccs3)=NN2C(=O)CCC(=O)O)cc1 (configuration not stated)	-1.5	-10	10
O=C(NCC(c1ccc(F)cc1)N1CCOCC1)c1ccc(Br)o1 (configuration not stated)	-0.9	8	10
Cc1ccc(C)c(S(=O)(=O)NCCCN2CCOCC2)c1	0.4	-14	13
O=C(NCc1ccc(F)cc1)C1CCCN(C(=O)Nc2ccc(F)cc2)C1 (configuration not stated)	-1.3	-8	15
Fc1cccc(F)c1-c1nc2c(s1)CCc1onc(-c3ccc(Br)cc3)c1-2	0.3	12	25
CCOC(=O)C1=C(C)NC(=O)NC1/C=C/c1ccccc1OC (configuration not stated)	-0.2	-34	1

Of the compounds above, these have a furan ring, fused or not:
SMILES	STK33 kinase inh	OX1R antag-1	OX1R antag-2
CCCCN=C1N/C(=C\c2ccco2)C(=O)N1c1ccccc1	0.1	0	14
O=C(NCC(c1ccc(F)cc1)N1CCOCC1)c1ccc(Br)o1 (configuration not stated)	-0.9	8	10

The listing picks up; the five compounds before the break are reprinted first.
SMILES	STK33 kinase inh	OX1R antag-1	OX1R antag-2
O=C(NCC(c1ccc(F)cc1)N1CCOCC1)c1ccc(Br)o1 (configuration not stated)	-0.9	8	10
Cc1ccc(C)c(S(=O)(=O)NCCCN2CCOCC2)c1	0.4	-14	13
O=C(NCc1ccc(F)cc1)C1CCCN(C(=O)Nc2ccc(F)cc2)C1 (configuration not stated)	-1.3	-8	15
Fc1cccc(F)c1-c1nc2c(s1)CCc1onc(-c3ccc(Br)cc3)c1-2	0.3	12	25
CCOC(=O)C1=C(C)NC(=O)NC1/C=C/c1ccccc1OC (configuration not stated)	-0.2	-34	1
CC(=O)c1ccc(NC(=S)Nc2ccc(Br)c(Cl)c2)cc1	-1.0	-6	27
CCn1cc(C(=O)OCC(=O)N(C)C2CCS(=O)(=O)C2)c(=O)c2ccc(C)nc21 (configuration not stated)	-0.7	-19	0
CCC(C)(C)C(=O)O[C@H]1C[C@@H](C)C=C2C=C[C@H](C)[C@H](CC[C@@H]3C[C@@H](O)CC(=O)O3)[C@H]21	-1.9	-22	10
COc1cc(C(=O)NCc2nnc(SCC(=O)Nc3nc4ccccc4s3)o2)cc(OC)c1OC	-1.7	-6	3
CC(/C=C/c1ccc2c(c1)OCO2)=N/NC(=O)c1ccncc1	-2.4	-4	11
COc1ccccc1/C=C/CN1CCNC(=O)C1CC(=O)NCCc1cnccn1 (configuration not stated)	-0.6	-5	11
N#C/C(=C\C=C\c1ccccc1)c1nc(-c2ccc(Cl)cc2)cs1	-1.4	-12	6
Cc1ccccc1N(C(=O)CS(=O)CC(=O)Nc1ccc(F)cc1)C(C)C(=O)NC(C)(C)C (configuration not stated)	-0.6	-27	5
O=C(O)c1ccc(-n2c(-c3cc(C4CC4)[nH]n3)n[nH]c2=S)cc1	-0.5	-7	9
Cc1ccc(CNC(=O)[C@@H](NC(=O)C2CCN(C(=O)[C@@H](N)CC(C)C)CC2)C(C)C)cc1	0.8	-25	9
CCN1C(=O)C(C(=O)NC(C)c2ccccc2)C2CC1(C)Oc1ccccc12 (configuration not stated)	-1.5	-23	20
COc1ccc(NS(=O)(=O)c2ccc3nc(COc4ccc(Cl)c(C)c4)[nH]c3c2)cc1	-0.8	6	10
C/C=C(\C)C(=O)Nc1cccc(C2=NOC3(C2)C[C@H](C(N)=O)N(C(=O)C(c2ccccc2)c2ccccc2)C3)c1 (some centres not stated)	-1.2	-11	-4
CC(C)(CNCc1ccccc1)NS(=O)(=O)c1ccc(Cl)cc1	-3.2	-25	4
CCOC(=O)c1sc2ncnc(NCc3ccco3)c2c1C	2.2	-20	27
C/C(=N\Nc1ccc([N+](=O)[O-])cc1[N+](=O)[O-])c1cc2c(ccc3ccccc32)oc1=O	-3.1	11	22
COc1ccc2ccccc2c1/C=N/NC(=O)CC1(C)OCCCO1	-2.1	-11	9
N#Cc1ccc(CN2CCN(C(=O)CC(NC(=O)c3ccccc3)c3ccccc3)CC2)cc1 (configuration not stated)	-0.2	-39	14
Cc1sc2nc(CSCC(=O)Nc3ccc(C(=O)N(C)C)cc3)[nH]c(=O)c2c1C	0.2	-11	1
Cc1ccccc1N1CCN(C(=O)c2ccccc2NC(=O)/C=C\C(=O)O)CC1	-1.7	-14	20
NC(=O)c1ccccc1NC(=O)C(c1ccccc1)c1ccccc1	-3.3	-10	24
Cc1cc(C)cc(NC(=O)C2CCCN(c3nccc(C)n3)C2)c1 (configuration not stated)	-0.9	-4	28
O=C(Nc1ccc(Cl)c(Cl)c1)N1CC=CCC1	-2.1	-2	15
Nc1ccccc1SC/C=C/CSc1ccccc1N	0.1	-6	1
CC(C)Sc1nc(N2CCCC2)c2c(c1C#N)CC(C)(C)OC2	-0.9	-26	43
Next entries follow.
SMILES	STK33 kinase inh	OX1R antag-1	OX1R antag-2
CCNC(=S)N(Cc1ccccc1)Cc1nc2ccccc2c(=O)[nH]1	-1.5	-4	21
c1ccc(CN2CCN(c3nc(-c4ccccc4)nc4ccccc34)CC2)cc1	-0.7	-21	4
COc1ccccc1C(CNC(=O)CNC(=O)c1ccccc1Cl)N1CCCC1 (configuration not stated)	-1.5	-33	5
N#CC1=C(N)Oc2c(oc(CO)cc2=O)C12C(=O)Nc1ccc(Cl)cc12 (configuration not stated)	-3.7	13	9
CC(C)(C)c1nc(NCCO)c2nnn(Cc3ccccc3)c2n1	-1.4	-22	11
O=C(NCc1ccccc1)c1onc(CSc2ccc(Cl)cc2)c1C(=O)NCC1CC1	-0.1	-22	16
O=C(NCCc1ccccc1)C(=O)NCC1OCCCN1S(=O)(=O)c1cc(F)ccc1F (configuration not stated)	-0.2	-3	44
COc1ccc(NC(=O)CSc2[nH]c(=O)cc(C)c2C#N)cc1OC	-1.2	-15	22
Cc1ccc(C2=CC(C)(c3ccc(C)cc3)Nc3nc(C(F)(F)F)nn32)cc1 (configuration not stated)	-1.6	-33	16
CCOC(=O)C1=C(CSc2nc(-c3ccncc3)ccc2C#N)OC(N)=C(C#N)C1c1ccc(OC)cc1 (configuration not stated)	0.3	-4	38
Cc1cccc(Oc2ncnc(N)c2[N+](=O)[O-])c1C	-2.9	7	22
S=C(NN=C1CCN(Cc2ccccc2)CC1)NC1CCCCC1	-2.0	-24	5
O=C(O)CCN=Cc1c(O)c2ccccc2oc1=O	0.8	-9	26
CCN(N=Nc1cccc([N+](=O)[O-])c1)c1cccc([N+](=O)[O-])c1	0.5	-9	6
Cc1cc(C)cc(NC(=O)NNC(=O)c2cc3occc3[nH]2)c1	0.4	-9	11
CN(C)CC1CCCCC1OC(=O)c1ccc(Cl)cc1Cl (configuration not stated)	-1.2	-24	11
COc1ccc(O)c(C(=O)c2cnn(-c3ccccn3)c2)c1	1.5	-16	25
Cc1ccc(C)c(NC(=O)CCC(=O)N/N=C/c2ccc[nH]2)c1	-0.6	-17	13
CCOC(=O)C1=C(C)N(C)C(=O)NC1c1c(OC)ccc2ccccc12 (configuration not stated)	-0.4	-35	19
CCc1n[nH]c2c1/C(=N\O)CC(C)(C)C2	1.9	-12	15
CCCCCn1c(=O)c(C(=O)OCC)c(Cl)c2ccccc21	2.2	-40	5
COc1ccc(C(C)=O)cc1COC(=O)c1cc2ccccc2cc1O	-1.7	-11	26
CC(C)CSc1nc2ccccc2n1CC(=O)O	-0.6	-11	13
C[C@H](NC(=O)Nc1ccccc1F)C(=O)O	-0.2	-8	0
CCOC(=O)C1CCN(C(=O)c2cc(COc3ccc(F)cc3F)on2)CC1	0.8	-16	2

2 entries picked at random from those above, as already listed:
SMILES	STK33 kinase inh	OX1R antag-1	OX1R antag-2
CCOC(=O)C1=C(C)N(C)C(=O)NC1c1c(OC)ccc2ccccc12 (configuration not stated)	-0.4	-35	19
CCOC(=O)C1=C(CSc2nc(-c3ccncc3)ccc2C#N)OC(N)=C(C#N)C1c1ccc(OC)cc1 (configuration not stated)	0.3	-4	38

Further records follow:
SMILES	STK33 kinase inh	OX1R antag-1	OX1R antag-2
Cn1nccc1NS(=O)(=O)c1ccc(NC(=O)C(F)(F)F)cc1	-2.0	-16	15
CCOc1ccc(-n2ccc(=O)c(C(=O)Nc3ccc(S(=O)(=O)Nc4nccs4)cc3)n2)cc1	-0.6	-2	15
Cc1ccc2oc(C(=O)NCCCN3CCOCC3)c(C)c2c1	1.3	-19	20
CCOC(=O)c1ccc(N2CCN(C(=O)c3ccccc3)CC2)c(NC(=O)c2ccco2)c1	-0.4	-26	13
COc1ccc(OC)c(NC(=O)COC(=O)c2c(C)noc2C)c1	-1.3	-33	-4
CC1CCN(S(=O)(=O)c2ccc3c(ccn3CC(=O)O)c2)CC1	0.0	6	19
Cc1cc(C(=O)CN2C(=O)NC(c3ccccc3)(c3ccccc3)C2=O)c(C)n1Cc1ccco1	-0.6	-14	15
CCC(C(=O)OCC(=O)Nc1ccc(C(=O)Nc2ccc(OC)cc2)cc1)c1ccccc1 (configuration not stated)	-1.0	0	18
COC(=O)c1ccccc1OC(=O)c1cc2ccccc2oc1=O	1.2	-29	31*
O=C(c1ccc(N2CCCC2=O)cc1)N1CCN(c2ccccc2O)CC1	-0.2	-17	-2
COc1ccc(C)cc1S(=O)(=O)N1CCN(S(=O)(=O)c2cc(C)ccc2OC)C(C)C1 (configuration not stated)	0.9	-22	9
Cc1c(C2(O)CCCCC2)[nH]c2cc(C(F)(F)F)ccc12	0.5	91*	71*
CCCc1cc(-n2cnc3ccccc32)n2c(nc3ccccc32)c1C#N	-1.3	-52	26
S=C1SCN(CCN2CCOCC2)CN1Cc1ccccc1	0.0	-16	10
Cc1nc(SCC#N)c2c3c(sc2n1)CCC3	-0.8	-29	27
O=c1c2ccccc2ncn1Cc1ccccc1	-1.1	6	4
Cc1cccc(NC(=S)NCCc2ccccc2)n1	-2.0	-9	10
CNC[C@@H]1Oc2ccc(NC(=O)Nc3cccc4ccccc34)cc2C(=O)N([C@@H](C)CO)C[C@@H]1C	0.8	-3	9
O=C(NCCCNc1ccc([N+](=O)[O-])cc1Cl)c1ccccc1F	-0.8	-34	15
CCOC(=O)c1cnc2nc(SCc3ccccc3Cl)[nH]n2c1=O	-2.0	21	23
Cc1onc(-c2ccccc2Cl)c1C(=O)NCc1ccccn1	-1.9	6	1
Cc1nc(-c2cccc(NS(=O)(=O)c3ccccc3)c2)cs1	-1.3	-17	14
CC(C)c1ccc(C2NC(C(=O)O)CS2)cc1 (configuration not stated)	-1.1	-13	8
COc1ccc(C2C(C(C)=O)=C(O)C(=O)N2c2ccccn2)cc1 (configuration not stated)	-1.4	-7	9
O=c1[nH]c(CSc2nnc(NCCCN3CCOCC3)s2)nc2cc(Cl)ccc12	-0.9	-13	5
CC(C)(C)CC(=O)Nc1nnc(-c2cccs2)s1	-0.9	-32	21
CCOC(=O)C1CCN(C(=O)c2n[nH]c(=O)c3ccccc23)CC1	-3.5	-4	9
COc1ccc(COCCN2CCN(S(=O)(=O)c3ccc(C)cc3)CCC2=O)cc1	2.5	-4	8
O=C(Nc1ccc2c(c1)C(=O)OC2)c1ccc(Cl)cc1	0.3	-4	4
Cc1c(N2C(=O)/C(=C/C3CC=CCC3)SC2=S)c(=O)n(-c2ccccc2)n1C (configuration not stated)	-0.6	-24	26

Screens as filed in PubChem BioAssay.
